Screening results deposited in PubChem BioAssay by several laboratories.
Runt-SMMHC FRET – inhibitors of human RUNX1 Runt domain binding to CBFb-SMMHC; Q01196+Q13951; Cerulean-Runt/Venus-CBFb-SMMHC FRET ratio 530/480, 1 h; inhibition, % at 20 µM; 0.74% of 220,000 active; AID 1434;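 active means mean inhibition across duplicate retests at 20 µM reaching about 50%, limit read from the data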;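 further: 0% = DMSO wells and 100% = wells with excess untagged CBFb-SMMHC; inhibitors lower the FRET ratio by blocking Runt binding to CBFb-SMMHC; some results filed as inactive read as strong as hits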
Mdm2 ligase inh – blocks human Mdm2 ubiquitin ligase activity; signal enhancement, % at 5 µM; 0.11% of 210,000 active; Q00987; cell-based MDM2 ubiquitination luciferase reporter, 2 h; 0 = plate control, 100 = twice control, blank-subtracted;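 active means signal enhancement of 30% or more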;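 further: luminescence tracks abundance of the self-degrading MDM2-luciferase fusion protein; higher signal means inhibition of MDM2 E3 ligase activity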
Target sequence (Q00987 whole entry, looked up, the tested form may be a part): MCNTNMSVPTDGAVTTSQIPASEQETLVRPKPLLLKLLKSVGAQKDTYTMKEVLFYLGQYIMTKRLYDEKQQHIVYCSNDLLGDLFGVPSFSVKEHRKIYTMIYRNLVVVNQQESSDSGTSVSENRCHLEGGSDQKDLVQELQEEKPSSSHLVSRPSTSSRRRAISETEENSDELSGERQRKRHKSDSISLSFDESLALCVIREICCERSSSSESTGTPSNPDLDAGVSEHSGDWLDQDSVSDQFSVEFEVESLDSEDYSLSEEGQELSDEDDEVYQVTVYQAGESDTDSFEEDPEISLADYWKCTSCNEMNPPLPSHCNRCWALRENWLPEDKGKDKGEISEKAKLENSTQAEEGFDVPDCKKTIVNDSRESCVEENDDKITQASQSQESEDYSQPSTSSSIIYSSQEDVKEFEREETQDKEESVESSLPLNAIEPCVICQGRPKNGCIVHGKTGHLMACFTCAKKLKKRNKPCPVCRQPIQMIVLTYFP
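Test system: mammalian cells stably expressing self-ubiquitinating, self-degrading MDM2 E3–luciferase fusion; Amount: 2000 cells in each well; Medium: DMEM; Schedule: 4 h settle plus 2 h compound, 37 °C; Technique: SteadyLite luciferase luminescence after 15 min room-temperature reagent incubation; Benchmarks: plate control and blank wells.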
TRPN1 ag – activates the zebrafish TRPN1 channel | HEK293 zebrafish TRPN1-YFP, Fluo-8 calcium fluorescence; 100% = response to 87 µM carbachol | activation, % at 3 µM | 0.18% of 220,000 active | AID 1424;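 active means activation above its plate's cutoff, the mean activation of test wells on that plate plus 3 SD, cut at about 19% in these data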;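 further: 0% = DMSO alone and 100% = 87 µM carbachol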
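Material: zebrafish TRPN1-YFP in HEK293 cells; Doses: single test compound dose, 3 µM nominal, 0.3% DMSO; Timing: dye loading 1 h at 37 °C, then 30 min room temperature; Technique: intracellular calcium fluorescence with Fluo-8; Benchmarks: high carbachol 87 µM, low DMSO alone.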
NCF1 inh – inhibitors of human p47phox binding; p47phox/p22phox peptide binding, fluorescence polarization, 2 h; inhibition, % at 24.7 µM; 0.53% of 220,000 active;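 active means inhibition above about 30%, limit read from the data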;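 further: 0% = p47phox with labelled peptide and 100% = labelled peptide alone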
PPC-1+TRAIL kill – compounds killing PPC-1 cancer cells with TRAIL present (potentiator screen, no TRAIL-free arm) | PPC-1 cells + TRAIL, ATPLite viability luminescence | cell killing (% activity), % at 4 µM | 0.41% of 220,000 active | AID 1443;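 active means cell killing above 50% in the first pass at 4 µM, then a duplicate retest at 5 µM averaging 50% or more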;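 further: plate controls were cells with TRAIL plus DMSO for no effect and medium-only wells lacking cells for full effect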
TNF death inh – blocks TNF-alpha induced death of Jurkat FADD-/- cells; Jurkat FADD-/- TNF necroptosis rescue, ATP luminescence, 24 h; 0 = TNF only, 100 = no-TNF cells; activation (protection from cell death), % at 10 µM; 0.068% of 220,000 active; AID 463075;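 active means activation, meaning protection from cell death, of at least 50% relative to plate controls; inactive means activation below 50%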;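 further: necroptosis triggered by 40 ng/mL TNF-alpha added together with compound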
EBV gp42 inh – blocks Epstein-Barr virus glycoprotein 42 binding | Fluorescence polarization binding assay, mP read-out | 0.42% of 220,000 active | inhibition, % (tested at 21.74 µM) | Q1HVG2; in the data active means inhibition above about 50%
TRPML3 ag – agonists of human TRPML3 channel. Q8TDD5. HEK293 TRPML3-YFP, Fluo-8 calcium fluorescence; 100% = the carbachol control signal. activation, % at 3 µM. 0.29% of 220,000 active;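 active means activation above its plate's cutoff, the mean activation of the plate's test wells plus 3 SD, cut at about 12% in these data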;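 further: 0% = DMSO only wells and 100% = carbachol wells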
Target sequence (Q8TDD5 whole entry, looked up): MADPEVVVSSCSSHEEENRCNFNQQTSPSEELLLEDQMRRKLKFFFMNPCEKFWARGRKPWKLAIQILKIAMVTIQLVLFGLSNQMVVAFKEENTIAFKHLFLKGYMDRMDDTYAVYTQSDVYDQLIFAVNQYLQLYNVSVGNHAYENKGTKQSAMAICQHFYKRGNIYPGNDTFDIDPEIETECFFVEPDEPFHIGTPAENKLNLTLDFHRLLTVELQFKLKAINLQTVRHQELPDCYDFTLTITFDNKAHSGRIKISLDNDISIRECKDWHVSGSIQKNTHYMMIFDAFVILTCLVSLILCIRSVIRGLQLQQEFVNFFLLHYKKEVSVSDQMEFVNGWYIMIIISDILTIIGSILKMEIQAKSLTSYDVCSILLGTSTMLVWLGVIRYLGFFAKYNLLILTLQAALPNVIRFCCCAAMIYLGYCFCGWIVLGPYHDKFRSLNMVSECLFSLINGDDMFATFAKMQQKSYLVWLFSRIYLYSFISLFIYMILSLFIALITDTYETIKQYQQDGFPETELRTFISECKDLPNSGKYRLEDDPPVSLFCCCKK
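Test system: TRPML3-YFP stable HEK293 cells. Doses: single point at 3 µM. Incubation: dye loading 1 h 37 °C then 30 min ambient, 125 s read. Signal: Fluo-8 calcium dye fluorescence, ex 470-495, em 515-575 nm. Measure: percent activation from peak-to-basal fluorescence ratio, scaled between DMSO and carbachol.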
CHOP inhibitor – blocks CHOP induction under ER stress | inhibition, % at 10 µM | AID 2732 | 3.8% of 220,000 active | CHO-K1 CHOP-promoter luciferase, tunicamycin-induced, 15-18 h;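 active means compounds that reduced the stress-induced luciferase reporter signal by more than about 70% of percent inhibition, limit read from the data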;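 further: 0% = tunicamycin plus vehicle and 100% = wells without tunicamycin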
* marks the source's active call; other numbers are inactive results; nt = no result given. Not a hit list; any-hit rate near 5.9%.

1. COc1cc2[nH]c(=O)n(Cc3ccc(C(=O)NCC4CCCO4)cc3)c(=O)c2cc1OC (configuration not stated)
2. CCOC(=O)C1CCCN(C(=O)CCCn2nc(C)n3c(cc4sccc43)c2=O)C1 (configuration not stated)
3. C#CCOCCOCCOCCNc1nc(N2CCN(C(=O)[C@H]([C@@H](C)CC)n3cc([C@@H](N)CC(C)C)nn3)CC2)nc(N2CCN(C(=O)[C@H](Cc3cc4ccccc4[nH]3)n3cc([C@@H](N)CC(C)C)nn3)CC2)n1
4. CC(=O)Oc1ccc(-c2cccc(C(=O)N(C)c3ccc(O)cc3)c2)cc1
5. COC(=O)Cn1c(CCC(=O)O)ccc1-c1ccccc1
6. O=C(COC(=O)c1cccs1)NCC1CCCCC1
7. O=C(Nc1nnc(CCN2CCOCC2)s1)C1CCCCC1
8. C=CCn1c(C(C)NC(=O)c2cccc(C)c2)n[nH]c1=S (configuration not stated)

Compound | 1 | 2 | 3 | 4 | 5 | 6 | 7 | 8
Runt-SMMHC FRET | 0 | 3 | 2 | 3 | 1 | -3 | 3 | 8
Mdm2 ligase inh | -26 | -17 | 12 | -8 | -16 | 6 | -11 | -3
TRPN1 ag | -0.1 | -0.6 | nt | 1.5 | 0.5 | -1.1 | 1.4 | 0.3
NCF1 inh | 2 | -1 | 10 | -2 | -12 | -2 | -8 | -3
PPC-1+TRAIL kill | 9 | 24 | 14 | 0 | -17 | 10 | 11 | 1
TNF death inh | -0.8 | -1.7 | 2.9 | -0.5 | 0.0 | 0.3 | 0.7 | -0.3
EBV gp42 inh | 2 | 0 | -5 | -1 | -6 | -7 | -12 | 16
TRPML3 ag | 0.3 | -0.5 | nt | 0.6 | 0.3 | 0.3 | 0.8 | 1.2
CHOP inhibitor | 7 | 0 | 3 | 35 | -11 | 3 | 47 | 2

9. CCOP(=O)(OCC)C(Nc1ccc(C)cc1)c1ccco1 (configuration not stated)
10. CCN1CCN(CC(=O)N/N=C/c2ccc(F)cc2F)CC1
11. O=C(COC(=O)c1ccc([N+](=O)[O-])o1)Nc1cccc(S(=O)(=O)N2CCCCC2)c1
12. COc1ccccc1NS(=O)(=O)c1cc(NC(=O)c2[nH]c(C)c(C(C)=O)c2C)ccc1N1CCOCC1
13. Cc1ccc(/C=N/NC(=O)c2csc(C)c2)o1
14. O=[N+]([O-])c1ccc(Cl)c(/C=N/n2c(C3CCCCC3)n[nH]c2=S)c1
15. CNC(=O)/C=C/c1cccc(C(F)(F)F)c1
16. OCC1OC(n2nnc3ccccc32)C(O)C(O)C1O (configuration not stated)

Compound | 9 | 10 | 11 | 12 | 13 | 14 | 15 | 16
Runt-SMMHC FRET | 3 | 0 | -1 | -4 | -2 | -3 | 1 | -4
Mdm2 ligase inh | -7 | -6 | 12 | nt | nt | -16 | nt | -9
TRPN1 ag | -1.4 | 0.2 | 7.9 | 6.2 | -0.3 | -0.6 | 0.1 | 0.8
NCF1 inh | -14 | 6 | 5 | -48 | 1 | 2 | 0 | -11
PPC-1+TRAIL kill | nt | 26 | 17 | 23 | 22 | 13 | -5 | 16
TNF death inh | 0.2 | 1.8 | 1.1 | -9.0 | -1.6 | -1.6 | 0.6 | -1.2
EBV gp42 inh | -6 | -4 | -29 | 14 | 2 | -16 | -5 | -20
TRPML3 ag | -0.4 | 0.4 | 2.2 | 1.1 | 0.6 | 0.5 | 0.7 | -0.1
CHOP inhibitor | 5 | -3 | 5 | -12 | 1 | -6 | -7 | 28

17. CCC(C)NC(=O)Cn1c(=O)n(-c2ccc(OC)cc2)c(=O)c2ccc(C(=O)NCc3ccc(C)cc3)cc21 (configuration not stated)
18. Cc1cc(NC(=O)c2c(Cl)c(C)nn2C)no1
19. Cc1ccc(SCc2c(-c3ccccc3)nn(C)c2Cl)cc1
20. O=C(Nc1ncn[nH]1)c1ccc(Cl)cc1Cl
21. Cc1ccc(C(=O)/C=C/c2ccc(Br)cc2)o1
22. O=c1nc(N2CCCCC2)nc2n1CCO2
23. CC(C)N1CCC(N2CCN(CCCn3cccn3)CC2CCO)CC1 (configuration not stated)
24. CC(C)[C@H](NC(=O)NCc1ccc(F)cc1)C(=O)O

Compound | 17 | 18 | 19 | 20 | 21 | 22 | 23 | 24
Runt-SMMHC FRET | -1 | -3 | -4 | 1 | -3 | 0 | -1 | -1
Mdm2 ligase inh | 1 | -14 | -17 | -4 | -10 | 0 | -2 | -85
TRPN1 ag | -0.5 | 0.8 | -0.5 | 0.8 | -1.9 | 1.0 | -0.9 | 0.0
NCF1 inh | -4 | -12 | 1 | -11 | -20 | -12 | 2 | -4
PPC-1+TRAIL kill | -20 | 2 | 8 | -2 | 4 | 18 | 16 | 8
TNF death inh | 0.8 | 0.0 | 0.7 | -0.2 | -11 | -1.8 | 1.0 | 0.1
EBV gp42 inh | -15 | -8 | -17 | -12 | 4 | -13 | -13 | -17
TRPML3 ag | 1.4 | -0.5 | 0.6 | 1.1 | -0.5 | 0.0 | 1.0 | 0.7
CHOP inhibitor | 2 | 21 | 23 | -1 | -50 | -6 | 3 | 4

25. Cc1oc(-c2ccccc2Cl)nc1CSc1nc2c(c(=O)[nH]1)CCCC2
26. CC(NC(=S)NCc1ccc(F)cc1)C12CC3CC(CC(C3)C1)C2 (configuration not stated)
27. CS(=O)(=O)NCCCNc1ccc(C(F)(F)F)cc1[N+](=O)[O-]
28. CCN(c1ccc(NC(=O)c2ccc(Cl)nc2)cc1)C(C)C
29. O=C(NCc1ccccc1)c1csc2c1CCCC2
30. CCC1(C)CC(CCNS(=O)(=O)c2ccc(C)cc2)(c2ccc(C)cc2)CCO1 (configuration not stated)
31. O=C(NCc1ccc2c(c1)OCO2)c1ccc(Br)s1
32. CSc1nc(C)cc(Oc2ccc(=O)[nH]n2)n1

Compound | 25 | 26 | 27 | 28 | 29 | 30 | 31 | 32
Runt-SMMHC FRET | -2 | 1 | -1 | 4 | -1 | -6 | 3 | 1
Mdm2 ligase inh | nt | 0 | 5 | -8 | -13 | -5 | nt | -6
TRPN1 ag | -1.5 | -0.9 | 1.4 | 0.5 | -1.4 | -1.7 | -2.6 | 0.3
NCF1 inh | -1 | -5 | -1 | -11 | -1 | -22 | -19 | -2
PPC-1+TRAIL kill | -10 | 4 | 24 | -9 | 7 | 10 | -15 | 14
TNF death inh | 0.6 | -8.1 | -1.8 | -1.7 | 29 | -5.2 | 4.9 | 0.5
EBV gp42 inh | -18 | 5 | -9 | -4 | 1 | -1 | -12 | -3
TRPML3 ag | 0.3 | 0.4 | -0.3 | -1.0 | -0.4 | -1.3 | -0.8 | 0.6
CHOP inhibitor | 37 | -21 | -3 | -34 | 22 | 73* | -2 | 7

33. Cn1c(=NC(=O)C2CCCCC2)sc2cc([N+](=O)[O-])ccc21
34. Nc1nc(NC(=O)c2ccco2)nn1-c1ccccc1
35. COc1ccc(-c2cnn3c(N)c(S(=O)(=O)C(C)(C)C)cnc23)cc1
36. COC(=O)CC1=NN(c2ccccc2)C(=O)C1
37. C#CCNC(=O)C1=C[C@@H](C)C[C@@H](OCc2ccc(CO)cc2)O1
38. O=C(COC(=O)c1nc(-c2ccccc2)n(-c2cccc(C(F)(F)F)c2)n1)NCc1cccs1
39. O=C(CC1SCCNC1=O)Nc1ccc(Cl)cc1 (configuration not stated)
40. Cc1cc(Cl)c(S(=O)(=O)NCC2CCCO2)cc1OCC(=O)NC1CCCCC1 (configuration not stated)

Compound | 33 | 34 | 35 | 36 | 37 | 38 | 39 | 40
Runt-SMMHC FRET | -2 | 2 | -7 | -7 | -2 | 3 | 2 | 0
Mdm2 ligase inh | -5 | -2 | -5 | -3 | nt | -11 | -1 | -16
TRPN1 ag | 0.1 | 1.0 | -1.0 | 1.6 | -0.4 | -1.3 | 0.1 | 4.0
NCF1 inh | 3 | -5 | -5 | -7 | -9 | -9 | -5 | 5
PPC-1+TRAIL kill | -2 | 17 | 32 | 9 | 11 | -1 | 9 | -7
TNF death inh | -0.4 | -0.2 | -3.7 | -0.4 | -0.1 | 3.0 | 0.1 | -3.0
EBV gp42 inh | 0 | -4 | -19 | -9 | -8 | 6 | -3 | -15
TRPML3 ag | 0.1 | 0.8 | 0.5 | 1.5 | 0.2 | -0.8 | 0.4 | 2.6
CHOP inhibitor | -14 | -10 | 38 | 22 | 14 | 31 | -2 | 33

41. CC(C)(C)SCCNS(=O)(=O)c1ccccc1
42. COc1ccc(C(=O)Nc2ccc(OCc3ccccc3)cc2)cc1[N+](=O)[O-]
43. Cc1nn(Cc2c(F)cccc2Cl)c(C)c1NC(=O)C1CC1
44. CCC(C)(C)NC(=O)C(c1ccccn1)N(C(=O)c1csnn1)c1ccc(C)cc1 (configuration not stated)
45. COCCCN(CC(=O)O)S(=O)(=O)c1cccc(Cl)c1
46. COc1ccc(OCC(=O)N2CC3(C)CC2CC(C)(C)C3)cc1 (configuration not stated)
47. O=C(O)Cc1coc2cc3c(cc12)CCC3
48. CCOC(=O)c1sc(=S)n(CC)c1NC(=O)c1ccccc1

Compound | 41 | 42 | 43 | 44 | 45 | 46 | 47 | 48
Runt-SMMHC FRET | -5 | -16 | -2 | 0 | 1 | 1 | 0 | 0
Mdm2 ligase inh | -19 | -9 | 23 | 14 | -8 | -6 | -15 | -15
TRPN1 ag | -0.7 | 1.6 | -0.8 | -1.7 | 1.6 | 0.7 | 1.3 | 0.9
NCF1 inh | -11 | 1 | 1 | -3 | -14 | 2 | -2 | 6
PPC-1+TRAIL kill | 20 | 26 | 16 | -2 | 12 | 41 | 5 | 13
TNF death inh | -0.6 | -1.6 | 1.2 | -1.0 | 0.0 | -0.9 | -1.0 | 0.2
EBV gp42 inh | 1 | -16 | 2 | -16 | -11 | -6 | -17 | 1
TRPML3 ag | 0.0 | 0.4 | 0.1 | 0.8 | -0.3 | 0.5 | 0.5 | 0.3
CHOP inhibitor | 19 | 18 | 8 | -11 | -9 | 20 | 0 | 7

Results in sequence from the list:
Compounds 11 to 22 in NCF1 inh read 5, -48, 1, 2, 0, -11, -4, -12, 1, -11, -20, -12
Compounds 11 to 22 in PPC-1+TRAIL kill read 17, 23, 22, 13, -5, 16, -20, 2, 8, -2, 4, 18
Compounds 11 to 22 in Mdm2 ligase inh read 12, nt, nt, -16, nt, -9, 1, -14, -17, -4, -10, 0

Reformatted with values under each structure: entries from further up.
Below each compound – Runt-SMMHC FRET, Mdm2 ligase inh, TRPN1 ag, NCF1 inh, PPC-1+TRAIL kill, TNF death inh, EBV gp42 inh, TRPML3 ag, CHOP inhibitor
47: O=C(O)Cc1coc2cc3c(cc12)CCC3
  0, -15, 1.3, -2, 5, -1.0, -17, 0.5, 0
48: CCOC(=O)c1sc(=S)n(CC)c1NC(=O)c1ccccc1
  0, -15, 0.9, 6, 13, 0.2, 1, 0.3, 7
